# Assay outcomes (PubChem)
# NS5 inhibitors – Dengue-2 NS5 methyltransferase inhibitors, primary screen, biochemical, confirmation dose response (AID 588689); Dengue-2 NS5 methyltransferase capping enzyme assay, biochemical; higher % means a stronger effect; one-dose inhibition, % at 25 µM; IC50 in µM for titrated hits; 0.3% of 340,000 active; in the data active means a potency from the dose series; inconclusive means inhibition above about 29% without an active follow-up result
# NTR1 ag – agonists of NTR1, primary screen, imaging, U2OS cells, beta-arrestin-GFP, high content (AID 493036); 0.17% of 330,000 active; NTR1-U2OS beta-arrestin-GFP spot imaging, agonist mode; activation, % at 20 µM;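 active means activation at or above 40% of the spot to cytoplasm intensity ratio, with at least 20 cells analyzed; inconclusive means wells under 20 cells, flagged as cytotoxic or low count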;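 further: 0% = DMSO without peptide and 100% = 100 nM NTR1 peptide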
# Target sequence (P30989 whole entry, looked up): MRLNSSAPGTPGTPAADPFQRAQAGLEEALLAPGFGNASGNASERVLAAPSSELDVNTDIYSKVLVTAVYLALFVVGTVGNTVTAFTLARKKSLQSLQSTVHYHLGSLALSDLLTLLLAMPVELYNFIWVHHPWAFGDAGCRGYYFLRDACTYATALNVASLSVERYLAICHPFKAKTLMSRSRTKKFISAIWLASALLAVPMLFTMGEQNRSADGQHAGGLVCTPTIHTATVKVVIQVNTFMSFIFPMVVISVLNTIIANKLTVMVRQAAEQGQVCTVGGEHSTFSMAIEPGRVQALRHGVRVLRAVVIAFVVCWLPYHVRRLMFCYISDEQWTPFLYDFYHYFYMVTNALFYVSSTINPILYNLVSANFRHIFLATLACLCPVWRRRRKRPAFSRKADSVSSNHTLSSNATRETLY
# AID2073 – disruptors of CaV2.2 binding to Mint1 – biochemical, HTRF (AID 2073); 0.19% of 290,000 active; HTRF protein-protein interaction, Mint1-CaV2.2; higher % means a stronger effect; one-dose inhibition, % at 20 µM; IC50 in µM for titrated hits; in the data active means inhibition mostly above about 51%, no sharp cut-off; inconclusive means no clear call, values can overlap the other calls; inactive means mostly below about 53%; further: some results filed as inactive read as strong as hits
# Rac1 GTP hydrolysis – MgcRacGAP GTPase-activating activity inhibitors, confirmation, biochemical, ADP Hunter fluorescence | MgcRacGAP-stimulated Rac1 GTP hydrolysis, ADP Hunter fluorescence; higher % means a stronger effect; GST-tagged Rac1 F28L mutant substrate | one-dose inhibition, % at 30 µM; IC50 in µM for titrated hits | 0.6% of 340,000 active;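 active means first-screen hits whose inhibition reached a set limit at any dose in the follow-up dose series; inconclusive means inhibition above the set first-screen limit but never retested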;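 further: fluorescence reports GDP produced by GAP-driven GTP hydrolysis; strong numbers were not always called active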
# GPR55 LPI antagonism – inhibition of LPI-stimulated GPR55 beta-arrestin translocation – imaging, U2OS, beta-arrestin-GFP, LPI agonist, primary screen (AID 2013); 0.13% of 290,000 active; inhibition, % at 10 µM; hits with a dose series show IC50 in µM; U2OS GPR55 beta-arrestin-GFP translocation imaging, LPI antagonism; higher % means a stronger effect;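 active means spots per cell inhibited over 60%, with over 100 cells counted and total cytoplasm intensity under 500,000; inconclusive means wells with under 100 cells, flagged as likely toxic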;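 further: U2OS cells stably carrying GPR55 and arrestin-GFP stimulated by 5 µM LPI near EC80; imaged beta-arrestin-GFP aggregate spots per cell after agonist stimulation; plate controls were LPI-stimulated DMSO wells for no effect and DMSO wells without LPI for full effect; some results filed as inactive read as strong as hits; confirmed hits need IC50 under 10 µM and bright autofluorescent wells are also inconclusive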
# GPR35 antagonists – GPR35 antagonists blocking zaprinast-driven arrestin recruitment, primary screen, imaging, U2OS, beta-arrestin-GFP, zaprinast agonist (AID 2058). U2OS GPR35 beta-arrestin-GFP translocation imaging, zaprinast antagonism; higher % means a stronger effect. inhibition, % at 10 µM; hits with a dose series show IC50 in µM. 0.052% of 290,000 active;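 active means inhibition of at least 50% with at least 30 cells and total cytoplasm GFP at most 10,000,000; inconclusive means under 30 cells or total GFP of 10,000,000 plus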
# Large T inhibition – SV40 large T antigen inhibitors, biochemical (AID 1903) | SV40 large T antigen ATPase/helicase inhibition assay; higher % means a stronger effect | inhibition, % at 20 µM; hits with a dose series show IC50 in µM | 0.39% of 310,000 active; in the data active means a potency from the dose series; inconclusive means inhibition mostly from about 32% at the one dose, without a potency; inactive means the rest, 99 in 100 with inhibition below about 32%; further: strong numbers were not always called active
# Yfh1-off respiration – enhancers of respiration in Yfh1-depleted yeast, dose response, Friedreich's ataxia, plus single-dose screen (AID 1465). S. cerevisiae Yfh1-off respiration, WST-1 reduction, 72 h; higher fold induction means a stronger effect. fold induction at 50 µM, or EC50 in µM where a hit was titrated. 0.074% of 220,000 active;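 active means fold induction of absorbance versus untreated yeast above a set limit, then at least 30% activation at any dose in follow-up; inconclusive means repeats straddling the limit, or above it without dose testing; inactive means fold induction below the set limit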;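 further: activators that raise dye reduction in frataxin-depleted yeast; strong numbers were not always called active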
# GPR55 beta-arrestin – selective activators of receptor GPR55 – imaging, U2OS cells, beta-arrestin-GFP redistribution, primary screen (AID 1961); U2OS GPR55 beta-arrestin-GFP redistribution imaging; higher % means a stronger effect; activation, % at 10 µM; hits with a dose series show EC50 in µM; 0.048% of 290,000 active;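 active means activation above 40% with more than 50 cells counted in the well; inconclusive means wells holding fewer than 50 cells, flagged as toxic or sparse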;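 further: U2OS osteosarcoma cells stably expressing GPR55 and beta-arrestin-GFP; plate controls were DMSO negative control for no effect and LPI positive control for full effect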
# NTR1 ag cell count 20 µM – further read-out of NTR1 ag, marked with its call; cell count; measured here: cell count, cytotoxicity flag
# NS5 inhibitors pilot replicate – second read-out of NS5 inhibitors, no call of its own (marks repeat the call); inhibition, %; measured here: pilot screen replicate inhibition
# Active calls of the source: *; i = inactive; ? = inconclusive; . = no result given.
SMILES,NS5 inhibitors,NTR1 ag,NTR1 ag cell count 20 µM,AID2073,Rac1 GTP hydrolysis,GPR55 LPI antagonism,GPR35 antagonists,Large T inhibition,Yfh1-off respiration,GPR55 beta-arrestin,others
COC(=O)C1=C(CSc2nnnn2C)NC(=O)NC1c1cc(C)ccc1C (stereo not drawn),1%,0.2,48,-6%,8%,9%,-10%,2%,i,-0.1%,
Cc1cc(N2CCN(c3nc(-c4ccc([N+](=O)[O-])cc4)cs3)CC2)c2ccccc2n1,-3%,2.3,47,33%,8%,10%,-4%,12%,i,-0.3%,
O=C(N=Nc1c(O)[nH]c2ccc([N+](=O)[O-])cc12)c1cc(-c2ccccc2Cl)nc2ccccc12,-6%,0.1,78,41%,16%,3%,2%,10%,i,0.8%,
CCOC(=O)c1c(SCc2ccccc2)n[nH]c1N,0%,3.0,51,-4%,15%,9%,14%,-5%,.,0.3%,NS5 inhibitors pilot replicate=-1.8
CCOc1ccc(N(CC(=O)NCc2ccc(OC)cc2)S(C)(=O)=O)cc1,3%,0.3,44,-2%,2%,7%,-2%,4%,.,-0.2%,NS5 inhibitors pilot replicate=-1.5
O=C(COc1ccc(Br)cc1)OCc1nnc(-c2ccccc2)o1,-2%,0.5,72,0%,7%,9%,-3%,10%,i,0.3%,
COCc1ccccc1Cn1cnc2c1c(=O)n(C)c(=O)n2C,4%,-2.2,66,7%,9%,6%,-13%,-3%,i,0.9%,
CC1=CC(C)(C)Nc2cc(C)c(C)cc21,.,0.0,50,1%,7%,-10%,18%,.,i,0.1%,
O=C(N/N=C/c1cc(Cl)ccc1O)C(=O)Nc1ccccc1OC(F)(F)C(F)F,-4%,.,.,32%,8%,-4%,-3%,11%,i,-0.2%,
N#C/C(=C\c1ccc(OCc2ccc(C(=O)O)cc2)cc1)C(=O)NCc1ccccc1,-2%,1.8,47,2%,18%,-20%,-2%,18%,.,-0.1%,
CCN(CC)c1ccc2cc(S(=O)(=O)c3ccc(C)cc3)c(=O)oc2c1,-28%,2.1,52,17%,0%,6%,8%,-2%,i,-0.2%,
COc1ccc(NC(=O)NNC(=O)COc2ccc([N+](=O)[O-])c(C)c2)cc1OC,2%,2.3,61,-2%,5%,3%,-1%,11%,.,-0.1%,
C/C=C(\C)C(=O)OC1c2c(ccc3ccc(=O)oc23)OC(C)(C)C1OC(C)=O (stereo not drawn),-9%,0.1,69,0%,6%,10%,-12%,-3%,i,0.4%,
Cc1cnc(N)c2c(=O)oc3ccccc3c12,-2%,1.9,75,0%,6%,2%,-4%,0%,i,-0.1%,
Cc1ccc(S(=O)(=O)N(CC(=O)N=Nc2c(O)[nH]c3ccccc23)c2ccc(C)c(C)c2)cc1,2%,.,.,39%,5%,8%,3%,-16%,i,0.6%,
CCN(CC)S(=O)(=O)c1ccc(N2CCOCC2)c(NC(=O)c2cc(C)cc(C)c2)c1,-4%,1.6,66,3%,-9%,2%,6%,-4%,i,-0.2%,
COn1c2c(c3c4no[n+]([O-])c4ccc31)CCCC2,3%,3.1,43,-2%,4%,20%,-5%,2%,i,-0.1%,
O=C(CSc1nnnn1-c1ccccc1)NC(=O)NCc1ccco1,-9%,0.7,49,34%,11%,-13%,4%,13%,i,0.2%,
CCOc1ccc(Nc2nc(NCCN3CCOCC3)nc(OC)n2)cc1,2%,-1.9,92,-4%,7%,-17%,-7%,9%,i,-0.1%,
O=C(NC1CCCC1)c1ccc2c(c1)S(=O)(=O)c1ccccc1C2=O,-4%,-0.2,74,.,5%,.,.,5%,i,.,
COc1ccc(NC(=O)c2ccco2)c([N+](=O)[O-])c1,-6%,5.5,31,8%,0%,-4%,-3%,28%,i,0.2%,
O=C(O)c1cc(-c2cccnc2)nn1-c1ccccn1,0%,3.7,44,2%,2%,2%,12%,3%,i,-0.2%,
COc1ccc(-c2cc3c(=O)n(CC(=O)NCc4ccccc4OC)ncn3n2)cc1,-3%,2.3,77,28%,1%,6%,10%,10%,.,0.0%,
CCOc1ccc(NC(=O)c2cccc(NC(=O)c3ccccc3)c2)cc1,2%,-0.6,55,14%,10%,-1%,-1%,-2%,.,0.3%,
COc1ccc2c(c1)NC(c1cc(Cl)cc(Cl)c1O)c1cccn1-2 (stereo not drawn),9%,0.3,78,5%,7%,4%,13%,5%,i,-0.2%,
COCCN(Cc1cc2ccc(C)cc2n2nnnc12)Cc1nnnn1C(C)(C)C,-3%,1.6,51,7%,3%,-3%,4%,9%,i,-0.3%,
O=c1c2ccccc2n2cnnc2n1-c1ccccc1,-5%,-0.5,32,9%,13%,7%,0%,9%,i,-0.2%,
CCC(CC)C(=O)c1c[nH]c(C(=O)NCCCN2CCOCC2)c1,-3%,24,95,-1%,2%,11%,14%,13%,.,0.2%,NS5 inhibitors pilot replicate=-2.0
c1ccc2c(C[n+]3csc4ccccc43)cccc2c1,13%,4.0,84,-24%,5%,2%,9%,27%,.,0.3%,
COc1ccc(N2CCN(C(=O)CCC(=O)N3Cc4ccccc4Oc4ncccc43)CC2)cc1,29%,0.4,58,-9%,4%,-3%,-4%,31%,.,0.3%,
Nc1c2c(nc3sc4c(c13)CCCCC4)CCCCC2,-6%,5.8,50,-1%,8%,-5%,-10%,0%,i,0.6%,
O=C1NC(=O)/C(=C/c2cc3c(cc2Br)OCO3)S1,14%,.,.,5%,15%,0%,0%,5%,.,-0.1%,
Cc1cccc(C)c1OCc1nnc(SCC(=O)NCc2ccccc2)o1,-2%,0.4,83,-5%,8%,-2%,4%,4%,i,0.0%,
COc1cc(C(=O)NCC(=O)N/N=C/c2cccnc2)cc(OC)c1OC,0%,-1.0,36,2%,3%,-2%,-3%,11%,.,-0.2%,
O=c1c2ccccc2nc(SCc2nc(-c3ccccc3)no2)n1-c1ccc(F)cc1,1%,2.4,87,?,7%,10%,-8%,17%,i,-0.3%,
Cc1nc(NC(=O)CSc2nc3ccccc3s2)sc1C(=O)N(C)C,-6%,3.0,50,5%,5%,2%,-1%,19%,.,0.2%,
O=C(CNC(=O)c1ccccc1)OCCOc1cccc(Cl)c1,-5%,-0.1,54,.,5%,.,.,9%,.,.,
COc1ccc(/C=C(\C#N)C(=O)OCC(=O)Nc2ccc(C(C)(C)C)cc2)cc1,-6%,6.2,68,17%,9%,5%,18%,-3%,i,0.0%,
COC(=O)CC1(C(=O)OC)Oc2ccc(Br)cc2C(=O)N1c1cccc(Cl)c1Cl (stereo not drawn),-2%,6.2,51,-9%,9%,-16%,6%,5%,i,0.2%,
COc1ccccc1Oc1ccc(-c2cnc3ccccc3n2)cc1[N+](=O)[O-],.,1.9,27,3%,.,-3%,-3%,2%,i,0.9%,
COc1ccc2cc(/C(C)=N/NC(=S)Nc3cc(S(=O)(=O)N4CCOCC4)ccc3N3CCOCC3)ccc2c1,.,0.8,76,53%,.,6%,2%,8%,i,0.8%,
CCOC(=O)CC1Sc2ccccc2NC1=O (stereo not drawn),-10%,1.5,50,-13%,4%,-4%,16%,22%,i,1.3%,
COc1cccc(/C=N/NC(=O)c2oc3nc(-c4ccccc4)cc(-c4ccco4)c3c2N)c1,-29%,0.0,54,38%,9%,11%,3%,26%,.,0.1%,
COc1ccc(-n2c(CSc3nc(C)cc(C)n3)nnc2SCC(=O)Nc2nccs2)cc1,3%,0.9,82,-6%,2%,2%,-10%,3%,i,0.2%,
Cc1ccc(C2=NOC(C)(c3nnc(-c4ccncc4)o3)C2)cc1 (stereo not drawn),-13%,5.9,36,.,6%,.,.,3%,i,.,
COc1ccc(N(C(C)C(=O)Nc2cccnc2)S(C)(=O)=O)cc1 (stereo not drawn),-5%,2.4,36,-6%,1%,5%,8%,15%,i,0.3%,
CCCCc1ncc(CN2CCC(CC3CCCCO3)(C(=O)OCC)CC2)[nH]1 (stereo not drawn),-6%,0.4,41,-14%,4%,11%,0%,5%,i,-0.1%,
O=C(N1CCN(Cc2ccccc2)CC1)C(Cl)(Cl)Cl,-11%,-0.7,60,2%,5%,8%,-4%,-2%,i,0.0%,
O=C(Cc1ccc(-c2ccccc2)cc1)Nc1ccccc1,-12%,-0.6,53,6%,6%,4%,3%,4%,.,-0.2%,
CS(=O)(=O)N(CC(=O)N1CCCC1)c1ccc2c(c1)OCCO2,-6%,1.5,62,12%,8%,3%,-14%,1%,i,-0.1%,
# (further entries)
SMILES,NS5 inhibitors,NTR1 ag,NTR1 ag cell count 20 µM,AID2073,Rac1 GTP hydrolysis,GPR55 LPI antagonism,GPR35 antagonists,Large T inhibition,Yfh1-off respiration,GPR55 beta-arrestin,others
O=C(CCC1CC(=O)Nc2ccccc21)NCc1ccc(F)cc1 (stereo not drawn),-4%,-0.6,75,-6%,1%,-18%,-1%,7%,i,-0.1%,
C=C(c1ccccc1O)n1ccnc1,-3%,-1.1,44,12%,7%,-2%,-4%,-5%,.,-0.1%,
COC(=O)c1sccc1NC(=O)c1ccco1,-9%,-2.7,74,12%,2%,1%,7%,.,i,0.2%,
N#CCC(N)=C(C#N)C#N,5%,-0.9,65,7%,2%,2%,0%,15%,i,-0.1%,
COc1ccc(NC(=S)N2CCC(NC(=O)c3cccc(F)c3)CC2)cc1,-3%,-0.7,55,0%,4%,13%,8%,8%,.,0.2%,
COC(=O)c1cc(Br)ccc1OC(=O)c1cccnc1,8%,-0.5,93,33%,-7%,5%,1%,13%,i,-0.1%,
O=S(=O)(c1ccc2ccccc2c1)N1CCOCC1,3%,1.0,60,11%,8%,0%,3%,0%,.,-0.1%,
CCCCN(CCCC)CCCNC(=O)C1CC(c2ccc(C(F)(F)F)cc2)=NO1 (stereo not drawn),2%,-1.7,59,8%,12%,16%,-11%,15%,i,0.7%,
CN1C(=O)/C(=N\OC(=O)c2ccccc2Cl)c2ccccc21,-48%,-2.1,81,-16%,11%,-2%,6%,10%,i,-0.1%,
O=C(NCCOc1nc(N2CCOCC2)nc(N2CCOCC2)n1)Nc1ccccc1,-5%,3.9,80,0%,-4%,7%,7%,3%,i,-0.1%,
COc1cc(C(=S)N2CCOCC2)ccc1OS(=O)(=O)c1ccc(NC(C)=O)cc1,-8%,4.5,83,4%,9%,-2%,0%,7%,i,-0.4%,
